Assay outcomes from PubChem.
B2AR arrestin = beta2AR (human) beta-arrestin recruitment activity; 0.02% of 330,000 active; beta-arrestin recruitment to beta2AR, cell-based reporter; AID 492947; P07550; Potency, µM (top dose mostly 46.1 µM), inactives show top-dose activation, most hits filed as activators;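 note: potency is the fitted concentration of half-maximal effect; 0% = DMSO controls and full agonism = EC100 isoproterenol or metaproterenol; nearly all actives have a fitted effect of over 65% in size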
Target sequence (P07550 whole entry, looked up): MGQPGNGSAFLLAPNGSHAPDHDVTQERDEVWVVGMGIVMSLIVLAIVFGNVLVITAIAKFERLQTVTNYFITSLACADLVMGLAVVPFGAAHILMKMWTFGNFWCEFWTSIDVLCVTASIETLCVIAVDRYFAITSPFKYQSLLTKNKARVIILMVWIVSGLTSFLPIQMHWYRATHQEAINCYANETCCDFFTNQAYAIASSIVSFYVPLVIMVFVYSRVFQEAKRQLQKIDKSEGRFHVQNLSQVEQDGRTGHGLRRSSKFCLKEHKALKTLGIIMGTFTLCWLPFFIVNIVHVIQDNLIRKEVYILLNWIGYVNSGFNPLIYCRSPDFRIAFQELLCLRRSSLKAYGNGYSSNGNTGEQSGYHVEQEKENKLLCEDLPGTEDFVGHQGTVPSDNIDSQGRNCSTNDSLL
TCR activator = activators of T cell receptors; Potency, µM (highest dose often 9.22 µM), inactives show top-dose activation of IL-2 secretion, usual class: activators; primary human leukocytes, anti-CD3, IL-2 HTRF, 48 h; 330,000 tested, under 10 active; note: % of control where 0% means no effect
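IL-2 release read by HTRF sandwich (Eu cryptate donor, d2 acceptor, 665 nm emission) after 48 hr exposure of primary human leukocytes to compound together with anti-CD3 beads in the absence of co-stimulatory signals.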
Chronic BCR inh = inhibitors of chronic active B-cell receptor signaling; ABC-DLBCL IkBa-CBG/CBR reporter, luminescence ratio, 4 h; Potency, µM (series often up to 46.1 µM), for inactives: top-dose ratio change, negative = lower green/red ratio, usual class: inhibitors; 0.05% of 340,000 active; active = well fitted inhibition curve with a large enough effect in the signal ratio, with a control signal flat, not every such curve was filed as active; inconclusive = small, poorly fitted or top-dose-only effect, or effect the other way, or a change in a side signal; the % refers to the signal ratio;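 note: potency is the fitted concentration of half-maximal effect; plate controls were basal doxycycline-induced cells for no effect and cells given 10 µM MG132 for full effect; MG132 reads +100%, hits lower the ratio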
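Concentration-response series (up to 46 uM) were applied to TMD8 dual-reporter cells for 4 h at 37C with doxycycline. Green/red ratio, after filter-overlap correction, defined %Activity; red signal alone was normalised to basal cells and zero luminescence.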
PTAP TSG101 blk = blocks PTAP/TSG101 interaction to inhibit HIV-1 budding. Fluorescence polarization, FITC-PTAP peptide / Tsg101 binding. Potency, µM (series often up to 115 µM), without a hit: top-dose activity change, negative = inhibition, actives largely listed as inhibitors. 340,000 tested, under 10 active. AID 493005; active = well fitted inhibition curve with a large enough effect in the main read-out, with a control signal flat, not every such curve was filed as active; inconclusive = small, poorly fitted or top-dose-only effect, or effect the other way, or a change in a side signal; inactive = no such curve, though single readings can be large or run the other way; note: potency is the fitted concentration of half-maximal effect; % of control where 0% means no effect
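Steps: Tsg101 binding domain dispensed (10 uM final), compounds pinned in DMSO, FITC-labeled PTAP-motif peptide added (50 nM final); after 20 min binding at room temperature, polarization measured.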
USP2a block = USP2a (human) protease inhibition; USP2 core, Ub-CHOP2 coupled fluorogenic reporter, 485/531; O75604; 0.01% of 330,000 active; Potency, µM (titrated, usually from 38.3 µM), inactives show at the highest dose activity change, negative = inhibition, usual class: inhibitors;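 note: potency is the fitted concentration of half-maximal effect; plate controls were DMSO wells for no effect and full inhibition by NEM control for full effect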
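Deubiquitinase activity read as fluorescence (485/531 nm) after Ub-CHOP2 cleavage activates the enterokinase reporter on its substrate; USP2 core 10nM, Ub-CHOP2 and substrate 25nM each, 30min compound preincubation then 60min RT; data normalized to NEM, curves fitted.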
Tb PFK inh = T. brucei PFK enzyme inhibition. O15648. AID 485367. 0.17% of 330,000 active. Potency, µM (series often up to 57.5 µM), inactives show at the top dose activity, negative = inhibition, hits mostly inhibitors. T. brucei PFK, ADP-Glo luminescence;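 note: potency is the fitted concentration of half-maximal effect; 0% = uninhibited 1x PFK enzyme wells and -100% = no-enzyme wells; nearly all actives have a fitted effect of over 60% in size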
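In TEA buffer at pH 8.0 with 5 mM MgCl2, enzyme (1.25 nM) converted F6P (0.5 mM) and ATP (0.1 mM) for 45 min at room temperature. ADP product was read by luciferase luminescence.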
ELG1 repair inh = blocks ELG1-dependent DNA repair in HEK293T cells; HEK293T ELG1-luciferase reporter, luminescence, 16 h; DNA damage induced by 5-fluorouridine; Potency, µM (highest dose often 46.1 µM), for inactives: top-dose activity change, negative = inhibition, most hits filed as inhibitors; 2.3% of 330,000 active; AID 504467; note: potency is the fitted concentration of half-maximal effect; % is set by controls: 0 for no effect and ±100 for the full control effect; nearly all actives have a fitted effect of over 55% in size
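Step one: seed 2,000 cells per well. Step two: pin-transfer compound or DMSO alongside 5-fluorouridine. Step three: incubate 16 hr, 37 °C, 5% CO2. Step four: add ONE-Glo, wait 30 min, read luminescence.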
uPA generation = inhibitors of cell surface uPA generation. cell surface uPA generation assay, qHTS. Potency, µM (series often up to 38.3 µM), for the others: at the top dose activity change, negative = inhibition, most hits filed as inhibitors. 0.31% of 330,000 active. AID 540303; active = well fitted inhibition curve with a large enough effect; inconclusive = small, poorly fitted or top-dose-only effect; inactive = no such curve, though single readings can be large or run the other way; tested in mouse RAW 264.7 cells; note: potency is the fitted concentration of half-maximal effect; % is set by controls: 0 for no effect and ±100 for the full control effect; nearly all actives have a fitted effect of over 55% in size
Mito fusion yeast = blocks mitochondrial division or promotes mitochondrial fusion; S. cerevisiae fusion-defective mutant growth rescue, CellTiterGlo 48 h; Potency, µM (series often up to 46.1 µM), for inactives: at the highest dose growth rescue (activation), usual class: activators; 0.23% of 320,000 active; AID 485298;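 note: potency is the fitted concentration of half-maximal effect; % of control where 0% means no effect; nearly all actives have a fitted effect of over 45% in size; temperature-sensitive fusion mutants such as fzo1-1 at 37 °C on non-fermentable ethanol glycerol medium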
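Yeast fusion mutant, YPEG (non-fermentable carbon), compound, 48 h at 37C non-permissive; CellTiterGlo added, 10 min RT, luminescence read. Rescued growth = division inhibition.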
TSHR antagonist = blocks TSH signaling through the human TSH receptor; TSHR-expressing cells, TSH-stimulated cAMP HTRF, 2 h; active compounds read low; activity change, negative = inhibition, % at 11.5 µM; 0.2% of 330,000 active; AID 504810;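 active = activity change below a set negative limit, meaning inhibition stronger than a set level, cut at about -70% in these data; inconclusive = activity change between two set negative limits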; note: % is set by controls: 0 for no effect and ±100 for the full control effect
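Read-out is FRET at 665 nm (cryptate excitation 337 nm) from a cryptate-tagged anti-cAMP antibody, competed by cell cAMP against cAMP-d2. Compounds are tested on freshly harvested TSHR cells challenged with 4nM TSH (EC80) for 2 hours at 37 deg C.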
Eya2 inh = blocks the phosphatase activity of human Eya2; Potency, µM (highest dose often 76.9 µM), for the others: at the highest dose activity, negative = inhibition, most hits filed as inhibitors; AID 488837; recombinant Eya2, OMFP fluorescence dephosphorylation (OMFP is methylfluorescein phosphate); 0.006% of 330,000 active; O00167; note: potency is the fitted concentration of half-maximal effect; % is set by controls: 0 for no effect and ±100 for the full control effect
Target sequence (O00167 whole entry, looked up): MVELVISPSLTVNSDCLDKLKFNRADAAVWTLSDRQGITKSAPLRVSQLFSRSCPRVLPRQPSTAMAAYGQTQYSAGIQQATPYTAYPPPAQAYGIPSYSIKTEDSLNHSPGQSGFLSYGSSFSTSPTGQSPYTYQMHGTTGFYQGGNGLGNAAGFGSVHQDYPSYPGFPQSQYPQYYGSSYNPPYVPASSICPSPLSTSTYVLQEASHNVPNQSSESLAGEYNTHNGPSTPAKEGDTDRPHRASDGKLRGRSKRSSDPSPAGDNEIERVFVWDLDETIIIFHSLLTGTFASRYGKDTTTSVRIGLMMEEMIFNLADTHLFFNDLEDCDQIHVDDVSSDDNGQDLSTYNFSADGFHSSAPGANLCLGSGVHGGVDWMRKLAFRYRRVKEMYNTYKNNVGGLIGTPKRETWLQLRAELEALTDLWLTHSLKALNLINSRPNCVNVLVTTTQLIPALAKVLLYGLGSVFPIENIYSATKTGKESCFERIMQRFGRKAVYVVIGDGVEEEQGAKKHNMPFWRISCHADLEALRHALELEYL
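Eya2 protein (added as 0.2 uM solution) was preincubated with compound for 10 min at ambient temperature in 50 mM HEPES pH 7.5, 50 mM NaCl, 5 uM MgCl2, 0.05% BSA, 1 mM DTT. OMFP (added at 50 uM) then reacted 10 min; fluorescence read at 485/525 nm.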
An asterisk follows results filed as active; ? = inconclusive; / = not tested or not shown; [ ] = another dose, or the depositor's remark. Unless noted, calls come from the whole dose curve; as a rule, active = well fitted curve in the direction sought with a large enough effect; inconclusive = small, poorly fitted or top-dose-only effect, or another doubt; inactive = no such curve, though single readings can be large; an effect the other way counts as inactive or inconclusive.

SMILES	B2AR arrestin	TCR activator	Chronic BCR inh	PTAP TSG101 blk	USP2a block	Tb PFK inh	ELG1 repair inh	uPA generation	Mito fusion yeast	TSHR antagonist	Eya2 inh
CC1(C2CC2)NC(=O)N(CC(=O)NCc2ccc(Cl)cc2Cl)C1=O (configuration not stated)	0.3%	2%	0%	-3%	0%	-4%	15%	14%	-11%	45	1%
CC(=O)CSc1ncnc2nc[nH]c12	-0.3%	-1%	-14%	1%	-2%	-3%	-7%	-4%	0%	8	-13%
CCOC(=O)Cc1cc(=O)n2[nH]c(C)c(-c3ccc(OC)cc3)c2n1	0.0%	6%	?	1%	-4%	-5%	5%	7%	-1%	4	0%
N#Cc1c(-c2ccccc2)cc(-c2ccccc2)nc1SCC(=O)O	0.3%	11%	11%	-5%	0%	0%	-13%	?	4%	-28	-2%
O=C(COc1ccccc1Cl)Nc1cccc(S(=O)(=O)NC2=NCCCCC2)c1	0.4%	0%	-23%	-1%	0%	-12%	1%	-3%	4%	-3	-3%
COc1cccc(-n2c(SCC(=O)Nc3sc4c(c3C(N)=O)CCC4)nc3ccccc3c2=O)c1	-0.9%	-3%	2%	-8%	1%	2%	6.5µM*	/	-3%	13	-3%
CC(NC(=O)CCCc1c[nH]c2ccccc12)c1ccc(F)cc1 (configuration not stated)	0.1%	6%	0%	-4%	-3%	-4%	0%	1%	33%	16	-13%
N/C(=N\OC(=O)CCC1CCCC1)c1ccc(Cl)cc1	-0.6%	-1%	?	0%	1%	1%	?	3%	-4%	2	11%
CCOC(=O)COc1ccc2c(=O)c(-c3ccccc3)coc2c1	-0.5%	3%	4%	-6%	6%	9%	4%	0%	24%	-14	-5%
Cc1ccc(-c2nc(CS(=O)(=O)CC(=O)NC3CCCCCC3)c(C)o2)cc1	-1.0%	0%	-6%	-1%	1%	1%	?	-4%	0%	4	-4%
Cc1ccc(C(=O)Nn2cnnc2)c(Cl)c1	-0.3%	/	4%	-6%	0%	1%	0%	3%	0%	34	14%
Cc1nnc(SC(C)C(=O)Nc2ccc(N3CCOCC3)cc2)n1Cc1ccccc1 (configuration not stated)	-0.4%	5%	-4%	-6%	1%	-4%	?	5%	-1%	2	19%
c1ccc2c(OCCCN3CCCCCC3)cccc2c1	-0.1%	-1%	-6%	-4%	-2%	-3%	-13%	-15%	-8%	-7	-5%
Cc1nn(CC(=O)NCC2CCCO2)c(=O)c2ccccc12 (configuration not stated)	0.9%	4%	0%	-6%	0%	2%	0%	-2%	-1%	-9	6%
COc1ccccc1NC(=O)NN1CCCCC1	-0.3%	-1%	?	-9%	-1%	13%	12%	-2%	-10%	5	13%
O=C1CC2(CCCC2)C(=O)N1CN1CCN(S(=O)(=O)c2ccc(Cl)c(Cl)c2)CC1	-0.1%	7%	0%	-3%	-1%	2%	19%	1%	0%	-14	0%
Nc1c(-c2ccccc2)c(CSc2nc3ccccc3[nH]2)nn1-c1cccc(C(=O)O)c1	0.0%	3%	5%	-2%	0%	-1%	-14%	1%	-5%	-1	9%
Cc1c(C(=O)c2ccccc2)oc2ccc3ccccc3c12	0.4%	5%	9%	-1%	0%	-5%	?	5%	5%	-7	4%
CCN(CC)Cc1c(O)ccc2c(-c3ccccc3)cc(=O)oc12	-0.2%	/	1%	-1%	1%	-1%	-10%	0%	-9%	14	-4%
C=CCn1c(NCc2cc(C)ccc2O)nc2ccccc21	0.1%	-3%	?	-2%	?	0%	12%	-1%	0%	-11	-1%
CC1(C)Cc2ccccc2C(N)=C1C#N	-0.4%	-7%	4%	-8%	-1%	-1%	2%	/	4%	-3	-17%
Clc1ccc(-c2nnc(-c3ccccc3)nc2-c2c[nH]c3ccccc23)cc1	0.3%	-3%	1%	-5%	2%	-1%	5%	-2%	6%	4	-26%
O=C(Nc1ccc(C2=CN(Cc3ccccc3)CCC2=O)cc1)OCc1ccccc1	0.1%	-2%	-1%	0%	2%	10%	13%	11%	/	-18	4%
O=C(CC1C[C@H](C(=O)N2CCCCC2)[C@@]2(CCc3ccccc3)c3[nH]c4ccccc4c3CCN2C1=O)NCCCn1ccnc1 (some centres not stated)	-1.8%	0%	?	0%	0%	0%	-4%	-61%	/	3	-6%
COC(=O)[C@H](C)NC(=O)Nc1cc(OC)ccc1OC	-0.1%	/	11%	-3%	-1%	4%	18%	3%	-1%	-13	-19%
CN(C)c1ccc(/C=N/NC(=O)c2nnn(-c3nonc3N)c2COc2ccc(F)cc2)cc1	-0.9%	-2%	1%	-1%	0%	-11%	1%	0%	-1%	17	-10%
O=C(CCc1ccc(S(=O)(=O)N2CCOCC2)cc1)NN=C1CCCCCCC1	-0.8%	-13%[46.1 µM]	0%	-1%	4%	-1%	-7%	3%	-3%	-10	-10%
Cc1ccc(-c2nnc(SCC(=O)NCC3CCCO3)nc2-c2ccc(C)cc2)cc1 (configuration not stated)	0.4%	2%	-11%	1%	-1%	0%	-13%	-4%	7%	-6	-16%
CCN(Cc1cc(=O)oc2cc(C)ccc12)c1ccccc1	?	5%	5%	-7%	1%	1%	-24%	-26%	-4%	-24	-23%
O=C(NC1CCCCC1)C1CCCN(S(=O)(=O)c2cccs2)C1 (configuration not stated)	0.2%	-1%	11%	0%	-1%	-1%	8%	4%	1%	-3	1%
O=S1(=O)C=C(N2CCCCC2)c2ccccc21	-3.3%	3%	1%	0%	3%	-3%	4%	-2%	-10%	-2	-1%
O=C(CSc1n[nH]c(=O)[nH]c1=O)N/N=C/c1ccccc1	-1.4%	-10%[46.1 µM]	-3%	-7%	0%	5%	-1%	2%	-3%	15	-11%
CC(C)(C)NC(=O)NC(=O)CN1CCN(S(=O)(=O)/C=C/c2ccccc2)CC1	0.4%	0%	-6%	-2%	-1%	1%	0%	2%	-4%	-3	3%
Cc1n[nH]c(C)c1NC(=O)c1cc([N+](=O)[O-])ccc1Cl	-0.1%	3%	?	-1%	0%	3%	19%	-5%	-7%	0	16%
CCOc1ccc2[nH]c(C(=O)N/N=C/c3cc(OC)c(OC)c(OC)c3)cc2c1	0.3%	5%	?	0%	3%	4%	?	4%	1%	-10	8%
CN1CC(c2ccc(C#N)cc2)C2(COc3ccccc3C2=O)C12C(=O)Nc1ccccc12 (configuration not stated)	-0.7%	-5%	?	-3%	0%	0%	-4%	-3%	4%	0	-10%
O=C(Cc1ccccc1[N+](=O)[O-])NCc1ccc(Cl)cc1Cl	4.6%	-5%[46.1 µM]	?	0%	0%	-3%	?	2%	2%	-6	1%
Nc1ccc(C(=O)OCC(=O)NC(=O)c2ccccc2)cc1[N+](=O)[O-]	-0.2%	-3%	-3%	-2%	1%	17%	1%	1%	-2%	5	15%
CCc1ccc(OCC(=O)Nc2ncn[nH]2)cc1	0.0%	5%	-1%	/	2%	-6%	?	2%	9%	-4	7%
CC1CCN(C(=O)c2ccc(NC(=O)c3ccccc3)cc2)CC1	-0.2%	-2%	8%	-5%	-2%	-2%	6%	-1%	-2%	1	-20%
CCc1cccc(NC(=O)Cn2c(=O)n(CCC(=O)NCC3CCCO3)c(=O)c3cc(OC)c(OC)cc32)c1 (configuration not stated)	-0.2%	1%	-1%	-2%	-2%	0%	?	-1%	-5%	-3	5%
O=C(Cc1cccs1)NC(c1ccccc1)c1ccccc1	-0.7%	-58%	6%	-3%	0%	-5%	24%	0%	0%	-7	-11%
Cc1ccc(C(=O)/C=C/N(C)C)cn1	-0.6%	-3%	1%	0%	1%	-22%	?	-7%	-3%	6	-22%
OCCCNc1ncnc2c1cnn2-c1ccc(Cl)cc1	-0.1%	-6%	?	0%	-2%	5%	?	4%	11%	-10	6%
CCOc1ccc(CNc2ccc(N3CCOCC3)c(C(=O)O)c2)cc1	0.5%	-7%	-4%	-3%	0%	7%	4%	5%	2%	-5	-28%
Cc1nc(S(=O)(=O)Cc2ccc(Cl)cc2)nc2c1CCC2	-0.4%	-10%	3%	-4%	3%	8%	?	-2%	3%	-26	-6%
Cc1cc2c(=O)n(C)c(SCC(=O)Nc3ccccc3C)nc2s1	-0.4%	13%	1%	-5%	2%	4%	?	2%	13%	-1	-13%
